Assay outcomes (PubChem BioAssay)
V1aR counter = agonists of human V1a receptor, primary screen, counter-screen for OXTR agonist project, fluorescence, CHO-V1R cells. Fluo-8 calcium fluorescence, agonist mode; 0% DMSO, 100% 3 nM vasopressin. activation, % at 3 µM. 320,000 tested, 0.25% active. AID 2797, 2010;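 active means activation above the mean activation of all tested compounds plus 3 SD, per screening run, cut at about 20% in these data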;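 further: signal is peak over basal fluorescence ratio across a 100 second FLIPR read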
Target sequence (P37288 whole entry, looked up): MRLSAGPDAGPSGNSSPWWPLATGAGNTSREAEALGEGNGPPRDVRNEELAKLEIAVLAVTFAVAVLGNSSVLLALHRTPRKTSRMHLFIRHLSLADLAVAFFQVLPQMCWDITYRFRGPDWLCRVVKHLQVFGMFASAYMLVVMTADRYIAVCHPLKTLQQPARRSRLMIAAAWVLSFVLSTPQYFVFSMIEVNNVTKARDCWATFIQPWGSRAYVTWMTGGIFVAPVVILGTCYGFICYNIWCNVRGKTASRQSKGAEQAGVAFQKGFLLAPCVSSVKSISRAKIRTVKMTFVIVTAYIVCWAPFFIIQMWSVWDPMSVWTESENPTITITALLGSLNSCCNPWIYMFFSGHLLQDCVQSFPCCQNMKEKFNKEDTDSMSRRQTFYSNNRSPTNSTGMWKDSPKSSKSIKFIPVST
CHO parental Ca = ATP-evoked calcium signal inhibitors, parental CHO, primary screen, counter-screen for OX1R antagonist project, cell-based, fluorescence, Fluo-8 calcium dye | parental CHO-K1, ATP-induced calcium, Fluo-8 fluorescence | inhibition, % at 5.6 µM | 330,000 tested, 0.63% active;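 active means inhibition above that plate's mean sample inhibition plus 3 SD, cut at about 26% in these data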;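 further: 0% = ATP-challenged DMSO wells and 100% = DMSO wells without ATP; some compounds past the cut are filed as inactive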
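Test system: untransfected parental CHO cell line. Compound: one dose, 5.6 µM nominal. Detection: intracellular calcium via Fluo-8 no-wash fluorescent dye. Measure: % inhibition. Benchmarks: ATP-challenged DMSO wells low, unchallenged DMSO wells high.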
GPR7 antag = GPR7 receptor antagonists, primary screen, cell-based, fluorescence, single concentration; AID 1861, 2009; 290,000 tested, 1.1% active; GPR7-expressing cells, fluorescence antagonist assay; Neuropeptides B/W receptor type 1 (Homo sapiens), P48145; inhibition, % at 4.4 µM; in the data active means inhibition above about 16%, passing the limit was not always enough;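 further: cells stimulated with the agonist NPW; 0% = agonist with vehicle and 100% = vehicle without agonist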
TAAR1 antagonist = human TAAR1 antagonists, primary screen, Fluo-8 calcium fluorescence, CHO RD-HGA16 cells. 360,000 tested, 1.5% active. AID 624466, 2012. antagonist. Trace amine-associated receptor 1 (Homo sapiens), Q96RJ0. inhibition, % at 3 µM;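 active means inhibition above a per-plate cutoff, the mean inhibition of test compounds on that plate plus 3 SD, cut at about 49% in these data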;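 further: 0% = DMSO plus EC80 beta-PEA response and 100% = DMSO alone without agonist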
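Test system: RD-HGA16 CHO cells with stable hTAAR1 and Gα16 / Probe or stimulus: EC80 β-phenethylamine stimulus / Times: seeding 17-24 h prior, 75-min 37 °C, 30-min RT dye loading / Detection: Fluo-8 calcium-sensitive fluorescence / Read-out basis: % inhibition scaled between DMSO and EC80 PEA controls / Repeats: singlicate, one well per test compound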
M1 PAM parental = nonselective calcium activators in parental CHO-K1 cells, primary screen, counter-screen for M1 PAM project, cell-based, Fluo-8 calcium fluorescence, full deck, 1536-well; ATP EC20; 0% at ATP EC20, 100% at ATP max; activation, % at 3 µM; 360,000 tested, 0.02% active;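 active means activation above the run cutoff, the mean activation of all test compounds plus 3 SD, cut at about 40% in these data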;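 further: peak over basal fluorescence ratio in a 140 s read after ATP addition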
OXTR potentiator = human OXTR potentiators, primary screen, fluorescence, CHO-OTR cells, Fluo-8 calcium; Fluo-8 calcium fluorescence, potentiator mode; 0% = oxytocin EC15, 100% = EC100; Oxytocin receptor (Homo sapiens), P30559; 320,000 tested, 0.061% active; activation, % at 3 µM;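 active means activation above that plate's cutoff, the mean activation of tested compounds plus 3 SD, cut at about 6.6% in these data, passing the limit was not always enough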;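 further: 100% uses oxytocin at 75 nM as the full agonist control; some results filed as inactive read as strong as hits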
Target sequence (P30559 whole entry, looked up): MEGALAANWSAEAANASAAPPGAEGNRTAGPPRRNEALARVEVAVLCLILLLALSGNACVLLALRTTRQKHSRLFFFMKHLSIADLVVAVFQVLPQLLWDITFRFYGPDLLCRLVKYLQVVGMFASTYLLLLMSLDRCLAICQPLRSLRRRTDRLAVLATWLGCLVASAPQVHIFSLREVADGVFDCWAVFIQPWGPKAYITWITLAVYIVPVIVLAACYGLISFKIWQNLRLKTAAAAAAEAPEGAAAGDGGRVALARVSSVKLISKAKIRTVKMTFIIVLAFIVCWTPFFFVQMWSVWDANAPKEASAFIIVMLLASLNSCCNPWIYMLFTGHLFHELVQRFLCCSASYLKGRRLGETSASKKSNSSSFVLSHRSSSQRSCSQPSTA
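System: human OTR in CHO cells; Also added: sub-maximal oxytocin, roughly EC15; Timing: compound 6 min at room temperature before oxytocin, 100 s read; Technique: Fluo-8 intracellular calcium fluorescence, ex 470-495, em 515-575 nm; Controls: oxytocin EC15 low and EC100 high; Replication: singlicate.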
CHO-K1 Ca antag = nonselective inhibitor or artifact in parental CHO-K1 cells. ATP-induced calcium, Fluo-8 fluorescence. inhibition, % at 3 µM. 360,000 tested, 0.6% active;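 active means inhibition above a per-plate cutoff, the plate's mean sample inhibition plus 3 SD, cut at about 24% in these data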;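 further: 0% = DMSO plus EC80 ATP and 100% = DMSO alone without ATP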
CHO-K1 Ca ag = counter-screen for M1 agonists: effect in parental CHO-K1 cells. 360,000 tested, 0.48% active. activation, % at 3 µM. Fluo-8 calcium fluorescence; scaled to maximal ATP response, vehicle zero; in the data active means activation above about 15%;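 further: untransfected CHO-K1 host cells lacking M1 receptor as counterscreen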
OXTR agonist = human OXTR agonists, primary screen, fluorescence, CHO-OTR cells, Fluo-8 calcium; Fluo-8 calcium fluorescence; normalized: DMSO 0%, oxytocin 100%; activation, % at 3 µM; AID 2435, 2010; 320,000 tested, 0.32% active;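 active means activation above the mean of all tested compounds plus 3 SD, cutoff set per screening run, cut at about 20% in these data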;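 further: peak over basal fluorescence ratio from a 100 s FLIPR kinetic read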
Numbers without * were called inactive; . = not tested or not shown.

SMILES	V1aR counter	CHO parental Ca	GPR7 antag	TAAR1 antagonist	M1 PAM parental	OXTR potentiator	CHO-K1 Ca antag	CHO-K1 Ca ag	OXTR agonist
O=C(COC(=O)c1cccs1)c1ccccc1	-0.6	0	-15	5	21	-7	-4	1.1	-2.6
CN(C)S(=O)(=O)c1ccc(N2CCCC2)c(C(=O)NCc2ccccc2)c1	-0.7	-21	5	-2	26	-6	-13	2.2	-1.8
COc1ccc(C(C)=O)cc1CC(=O)Nc1ccc2c(c1)CCC2	1.3	-21	22	-15	-9	-12	-9	1.0	-0.2
CCOC(=O)C1(Cc2cccc(F)c2)CCN(Cc2ccc(COC)o2)CC1	2.9	-18	-6	-12	6	-7	-7	9.7	3.5
Cc1ccc(C)c(NCc2ccccc2CO)c1	0.2	-4	6	-16	9	-1	-15	0.8	-0.4
CC1CCN(c2ccc(C(=O)NCCc3ccccc3)cn2)CC1	-1.4	-28	-1	-13	20	0	-17	-0.2	-1.2
CCOc1cc(/C=C2/N=C(c3ccc(C(C)(C)C)cc3)OC2=O)cc(Cl)c1OS(C)(=O)=O	-0.2	-13	-5	12	-11	-2	6	-0.6	1.0
CCN(CC)S(=O)(=O)c1ccc(C(=O)NNC(=O)C2COc3ccccc3O2)cc1 (stereo unspecified)	2.4	-1	.	-4	10	-9	-13	2.3	2.0
COc1ccc(NC(=S)N2CCN(C(=O)c3ccco3)CC2)cc1	2.6	-4	-2	3	6	-12	-8	0.9	-0.8
CC(C)(C)c1nnc2sc(SCC(=O)c3ccccc3)nn2c1=O	1.3	-1	-1	15	16	-19	-9	0.4	0.9
COc1cc(Cl)c(S(=O)(=O)N2CCCC2)cc1Cl	-0.1	-4	-5	-24	8	9	-16	0.2	-1.0
COc1ccc(Cl)cc1NC(=O)CN(C)C(=O)CCc1nc2ccccc2c(=O)[nH]1	0.9	-23	.	2	-2	-2	-7	1.5	0.8
N=C1SCC(=O)N1c1ncc(Cc2cccc(Cl)c2)s1	.	.	-3	11	17	.	-2	4.2	.
C#CC(C)(CC)NC(=O)c1cc2nc(C3CC3)cc(C(F)(F)F)n2n1 (stereo unspecified)	-1.3	-13	-6	5	-8	-17	-7	0.3	-2.4
Cc1ccc(Cl)cc1-c1ccc(C=Nc2ccc(N3CCOCC3)cc2)o1	0.0	2	-4	-33	-8	2	12	-0.7	-1.9
CCOC(=O)N1CCC(NC(=O)CSCc2nc(-c3sccc3C)oc2C)CC1	1.1	-22	-17	.	27	-3	-12	1.6	-0.8
COc1ccc(CC(=O)NC(c2ccccc2)c2ccc(C)cc2)c(OC)c1 (stereo unspecified)	-0.2	-26	-6	-18	-6	-12	-12	-1.0	-0.3
Cn1c(CCNC(=O)c2ccco2)nc2cc(NC(=O)c3ccccc3Cl)ccc21	0.8	-18	10	13	-3	-4	-12	1.6	0.1
CNC(=S)N(Cc1ccc(OC)cc1)C1CC(=O)N(c2ccc(Cl)cc2)C1=O (stereo unspecified)	6.9	-14	10	12	15	-15	-8	3.2	6.6
COc1ccc(/C=C2\SC(=S)N(CCC(=O)NCCCn3ccnc3)C2=O)cc1	3.5	-18	8	-22	12	-9	-1	3.5	2.4
O=C(NNC1=NCCCCC1)c1cccc([N+](=O)[O-])c1	0.3	-2	-6	-22	-12	-3	13	0.0	-0.3
Cc1cc(NC(=O)CSc2nnc(-c3ccc(Cl)s3)o2)no1	0.5	10	-7	-17	0	-12	0	0.5	-0.8
COc1ccc(-n2nnnc2SCC(=O)NNC(=O)c2ccc([N+](=O)[O-])cc2)cc1	-0.5	-16	-6	1	11	1	-4	0.2	-0.3
COc1cccc(NC(=O)c2ccc3nc(C)sc3c2)c1	-0.4	-17	-15	-8	-3	12	-7	0.4	-0.4
CC(C)CNC(=O)c1ccccc1NC(=O)c1ccccc1N(C)S(=O)(=O)c1ccccc1	-1.4	-25	-4	9	16	-5	-9	1.8	-2.1

Next part.
SMILES	V1aR counter	CHO parental Ca	GPR7 antag	TAAR1 antagonist	M1 PAM parental	OXTR potentiator	CHO-K1 Ca antag	CHO-K1 Ca ag	OXTR agonist
CCN(CC)c1ccc2cc(C=O)c(=O)oc2c1	88*	50*	4	36	-5	-24	11	26*	110*
COc1cccc(C(O)c2nc(-c3cnn(C)c3)cs2)c1 (stereo unspecified)	.	.	.	-4	-6	.	6	0.9	.
c1ccc2c(Nc3nc4c(s3)CCCC4)cccc2c1	-1.2	-37	-17	-11	-3	-8	-6	-0.4	-2.0
COc1ccccc1/C=[N+](\[O-])C1SC(=S)N(C)C1(C)C (stereo unspecified)	0.7	-5	-5	-29	20	-4	-19	0.8	0.8
Cc1ccc(S(=O)(=O)Nc2ccc(O)c3cccnc23)cc1	5.3	-5	7	-17	-3	-11	-3	7.5	3.5
O=[N+]([O-])c1cccc(/C=C2\CCc3cnn(C4CCS(=O)(=O)C4)c32)c1 (stereo unspecified)	.	.	.	-4	-8	.	-2	0.2	.
CN1CCN(C(=O)CN(c2ccccc2)S(=O)(=O)N(C)C)CC1	0.7	-10	6	4	.	4	.	.	1.0
Cc1ccc(C2=NS(=O)(=O)N(C)C(C(=O)Nc3cc(C)n(CC(=O)N4CCCCC4)n3)=C2)cc1	-1.5	-21	-4	-50	-4	-8	-6	-0.5	-1.4
Cc1nc(NCc2cccnc2)c2c3c(sc2n1)CC(C)CC3 (stereo unspecified)	-1.6	-30	9	-6	23	0	-13	0.5	-2.5
Cc1ccc(S(=O)(=O)N2CCN(C(=O)COc3ccc(NC(=O)c4ccco4)cc3)CC2)cc1	3.0	0	1	1	5	-2	-2	1.9	-0.8
COc1ccc(S(=O)(=O)Nc2ccc(N3CCOCC3)cc2)cc1	2.7	-4	-15	-10	-12	-12	11	0.7	1.7
O=C(C1CC1)N1CCc2cc(S(=O)(=O)NC3CCN(Cc4ccccc4)CC3)ccc21	1.7	-25	-10	11	-7	-5	21	0.5	1.7
O=C(CN(C(=O)CCC(=O)Nc1ccccn1)c1ccccc1F)NCc1ccc2c(c1)OCO2	1.8	-19	-5	9	15	-12	-8	3.7	2.3
CSc1ccc(/C=N/NC(=O)c2ccc3nc[nH]c3c2)cc1	.	.	.	49	8	.	5	4.3	.
Cc1ccc2[nH]c3c(c2c1)CC/C(=C/c1ccccc1)C3=O	0.3	-12	-2	-3	2	-7	2	0.5	1.0
CCOc1ccc(NC(=O)CN2CCCC2c2cccs2)cc1S(=O)(=O)N1CCCCC1 (stereo unspecified)	0.8	-16	.	34	-1	-3	-21	1.6	-1.5
CCCCN1CC(C)(C)[C@H](CC(=O)Nc2ccc(Br)cc2)C1=O	.	.	.	-6	3	.	-4	0.6	.
CCOc1cc(/C=C2/C(=N)N3C(=NC2=O)SN=C3S(=O)(=O)CC)ccc1OC(=O)c1ccco1	-0.2	-5	0	-28	5	0	-4	0.1	-1.1
COC(=O)c1cnc(Nc2nc(CN)cs2)nc1C(F)(F)F	.	.	.	-23	-3	.	7	-0.1	.
CCc1nccn1S(=O)(=O)c1cccc([N+](=O)[O-])c1	2.9	-7	5	-6	25	-3	-14	0.8	0.7
O=C1N(S(=O)(=O)c2ccccc2F)C(=O)C2(CCCC2)N1S(=O)(=O)c1ccccc1F	1.4	8	-5	-4	-7	-4	-11	-0.1	0.6
CCCn1c(O)c2ccc(C(=O)N=NC(=O)c3cccnc3)cc2c1O	-0.1	-4	-9	-13	-6	-4	-2	0.1	0.4
COc1ccc(C(=O)Cc2ccccc2C(=O)O)cc1	.	.	.	-21	16	.	-9	1.0	.
Cc1nc(C(=O)NCCC(C)C)sc1C1(C)CC(c2ccccc2)=NO1 (stereo unspecified)	5.0	-10	.	20	24	-10	-14	2.2	3.6
N#Cc1c(-c2ccco2)ccn(Cc2cccc(F)c2)c1=O	0.0	-10	0	-8	9	-3	-10	2.1	-0.4
CNS(=O)(=O)c1cc(C(=O)OCC(=O)NC2CCCc3ccccc32)ccc1Cl (stereo unspecified)	0.5	-17	-7	8	23	-1	-5	1.8	-0.6
NCC(O)COc1ccc2c(c1)OCO2 (stereo unspecified)	0.6	-7	3	-11	1	2	-2	-0.1	0.7
S=C(NCCc1cccc(Cl)c1)NCc1ccccc1	.	.	23*	.	-1	.	-2	1.5	.
CCCCOc1ccccc1-c1cc(C(=O)O)[nH]n1	0.3	-8	22	1	24	-10	-20	1.3	0.5
COCc1cc(C)nc(OCC(=O)N/N=C/c2ccc(-c3cc([N+](=O)[O-])ccc3C)o2)c1C#N	0.8	-11	-8	-6	24	0	-13	0.4	1.3

11 successive records out of the list so far, for reference:
SMILES	V1aR counter	CHO parental Ca	GPR7 antag	TAAR1 antagonist	M1 PAM parental	OXTR potentiator	CHO-K1 Ca antag	CHO-K1 Ca ag	OXTR agonist
CCc1nccn1S(=O)(=O)c1cccc([N+](=O)[O-])c1	2.9	-7	5	-6	25	-3	-14	0.8	0.7
O=C1N(S(=O)(=O)c2ccccc2F)C(=O)C2(CCCC2)N1S(=O)(=O)c1ccccc1F	1.4	8	-5	-4	-7	-4	-11	-0.1	0.6
CCCn1c(O)c2ccc(C(=O)N=NC(=O)c3cccnc3)cc2c1O	-0.1	-4	-9	-13	-6	-4	-2	0.1	0.4
COc1ccc(C(=O)Cc2ccccc2C(=O)O)cc1	.	.	.	-21	16	.	-9	1.0	.
Cc1nc(C(=O)NCCC(C)C)sc1C1(C)CC(c2ccccc2)=NO1 (stereo unspecified)	5.0	-10	.	20	24	-10	-14	2.2	3.6
N#Cc1c(-c2ccco2)ccn(Cc2cccc(F)c2)c1=O	0.0	-10	0	-8	9	-3	-10	2.1	-0.4
CNS(=O)(=O)c1cc(C(=O)OCC(=O)NC2CCCc3ccccc32)ccc1Cl (stereo unspecified)	0.5	-17	-7	8	23	-1	-5	1.8	-0.6
NCC(O)COc1ccc2c(c1)OCO2 (stereo unspecified)	0.6	-7	3	-11	1	2	-2	-0.1	0.7
S=C(NCCc1cccc(Cl)c1)NCc1ccccc1	.	.	23*	.	-1	.	-2	1.5	.
CCCCOc1ccccc1-c1cc(C(=O)O)[nH]n1	0.3	-8	22	1	24	-10	-20	1.3	0.5
COCc1cc(C)nc(OCC(=O)N/N=C/c2ccc(-c3cc([N+](=O)[O-])ccc3C)o2)c1C#N	0.8	-11	-8	-6	24	0	-13	0.4	1.3
